# Assay outcomes deposited in PubChem by several laboratories.
# Jurkat tox 60K: cytotoxicity toward Jurkat cells; 56,000 compounds, 1.2% hits; Jurkat E6.1 viability, ATP luminescence, 48 h; inhibition, % at 4 µM; AID 463;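 active means inhibition above the mean inhibition of all tested compounds plus 3 SD, cut at about 28% in these data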
# M1 antagonist: blocks the rat M1 muscarinic receptor response to acetylcholine. B-score at 10 µM. AID 628. 64,000 compounds, 3.4% hits. P08482. CHO-M1 cells, Fluo-4 calcium, ACh EC80 antagonist mode; active compounds read low;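 active means calcium fluorescence response, raw or row-and-column corrected B-score, differing from the plate sample mean either way at a set confidence level, mostly lower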
# 5HT1E antag: blocks the human 5-HT1E serotonin receptor. 65,000 compounds, 0.99% hits. AID 571. P28566. inhibition, % at 6 µM. CHO 5-HT1E Ga15 NFAT-bla reporter, FRET, antagonist;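 active means inhibition above a set limit, the mean inhibition across every tested compound plus 3 SD, cut at about 29% in these data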;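 further: signal is the 460 over 535 nm emission ratio of beta-lactamase substrate; 0% = agonist plus DMSO wells and 100% = wells without agonist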
# S1P3 ag: S1P3 (human) receptor agonism. 60,000 compounds, 0.1% hits. activation, % at 4.5 µM. S1P3 NFAT-BLA reporter cells, FRET ratio; relative to 1 µM S1P, basal subtracted;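 active means activation above the screen-wide mean plus 3 SD, cut at about 4.5% in these data, passing the limit was not always enough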; further: some compounds called inactive have numbers as strong as hits
#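 Assay system: CHO cells stably expressing human S1P3, Gα16 and NFAT-β-lactamase reporter. Timing: overnight plating, 4 h compound 37 °C, 2 h substrate RT. Signal: β-lactamase FRET emission ratio 460/535 nm. Measure: percent activation versus median 1 µM S1P response, basal-subtracted, per plate. Repeats: primary screen single test, confirmation screen in triplicate.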
# HEK293 NFkB inh: inhibitors of the PMA/ionomycin-induced NF-kB reporter in HEK293 cells; inhibition, % at 3 µM; 62,000 compounds, 0.21% hits; HEK-293 NF-kB luciferase reporter, luminescence; AID 465;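 active means inhibition above the mean of all tested compounds plus 3 SD, cut at about 40% in these data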;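 further: 0% = stimulated DMSO wells and 100% = 10 µM reference inhibitor 5653914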
#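 Reagent: PMA plus ionomycin mix as NF-kB-activating stimulus. Assay system: NF-kB luciferase reporter HEK-293 cells. Technique: luminescence from luciferase substrate reagent. Incubation: 1 h compound pre-incubation, 16 h PMA/ionomycin at 37 °C. Benchmarks: DMSO only as uninhibited control, 10 µM reference inhibitor as full inhibition. Repeats: tested once.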
# S1P1 ag-PAM: S1P1 (human) agonism or agonism potentiation | S1P1 CRE-bla cells, forskolin, beta-lactamase FRET, potentiator mode; S1P1 agonist co-added at EC20, 2 nM; 100% = saturating reference agonist, 0% = basal | activation, % at 9.5 µM | 56,000 compounds, 0.57% hits | AID 449;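 active means activation above a cutoff set at the mean activation of all tested compounds plus 3 SD, cut at about 54% in these data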;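 further: forskolin at 4 µM as EC80 and the EC20 agonist is SEW2871; 100% = SEW2871 at its EC100 plus forskolin at EC80; some compounds past the cut are filed as inactive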
# M1 agonist: activates the M1 muscarinic receptor | CHO-M1 cells, Fluo-4 calcium fluorescence, agonist mode; active compounds read high | B-score at 10 µM | 64,000 compounds, 3% hits | AID 626;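 active means fluorescence rise, raw or as B-score row- and column-corrected plate score, outside the 99.7% band of its plate's samples, either direction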
# 5HT1E ag: agonists of human 5-HT1E serotonin receptor | P28566 | CHO 5-HT1E Ga15 NFAT-bla reporter, FRET; 0% DMSO wells, 100% control agonist wells | activation, % at 6 µM | 65,000 compounds, 0.69% hits;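 active means activation above a set limit, the screen-wide mean activation plus 3 SD, cut at about 8.5% in these data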;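 further: 100% = positive control agonist at 1 µM giving full maximal response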
# Her2 expr inh: lowers expression of human Her2 kinase. HER2 level % of control, % at 10 µM. SKBR-3 HER2 protein level, AlphaScreen, 18-24 h; active compounds read low. P04626. 65,000 compounds, 0.69% hits;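 active means HER2 level under 5% of the carrier-only control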;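 further: 100% = DMSO carrier and 0% = 500 nM PU-H71 HSP90 inhibitor; lower value means stronger loss of Her2 protein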
# Active calls of the source: *; . = not tested or not shown.
SMILES,Jurkat tox 60K,M1 antagonist,5HT1E antag,S1P3 ag,HEK293 NFkB inh,S1P1 ag-PAM,M1 agonist,5HT1E ag,Her2 expr inh
COc1ccccc1NC(=O)Cn1cnc2c1c(=O)n(C)c(=O)n2C,-6,-0.064,0,-0.2,1,-16,-0.071,-0.8,102
CC(C)n1nnnc1SCC(=O)NCc1ccco1,-5,.,1,0.4,-6,1,.,0.1,79
Cc1ccccc1-c1nc(CS(=O)(=O)CC(=O)Nc2cc(F)ccc2F)c(C)o1,4,-0.3,-3,0.1,-10,30,0.11,0.1,97
CCC(C)Sc1nc2c(c(=O)[nH]c(=O)n2C)n1CCc1ccccc1 (centres undefined),4,0.01,19,-0.5,17,8,0.29,0.1,105
CCOC(=O)c1cccc(NC(=O)CSc2nnc(-c3cccnc3)n2CC)c1,4,-0.47,-1,-1.3,12,10,1.1,-2.1,95
O=C(Sc1nnnn1C1CCCCC1)c1cccs1,-3,-0.12,-6,-0.2,8,.,0.71,-1.1,124
CC(=O)Nc1nc2ccc(Br)cc2s1,12,-0.18,-2,-1.5,-17,4,1.4,0.1,17
CC(C)(C)OC(=O)N1CCCC(C(=O)CC#N)C1 (centres undefined),-3,0.43,1,-0.4,17,15,0.45,0.3,70
COc1cccc(NC(=O)N(CCCN2CCOCC2)C(C)c2cc3cccc(OC)c3o2)c1 (centres undefined),7,0.41,-3,-0.7,11,6,-0.0055,2.5,91
Fc1cccc(CN2CCN(c3ncccn3)CC2)c1,6,.,0,-1.3,20,-13,.,0.8,93
O=C(COC(=O)c1ccco1)NCC1CCCO1 (centres undefined),4,-0.51,-8,-1.4,22,-5,0.016,-1.0,103
CCN(CC)CCN1C(=O)C(=O)/C(=C(/O)c2cccc(OC)c2)C1c1ccccn1 (centres undefined),-8,0.11,-4,-0.5,17,0,-0.19,-1.0,116
CCCn1cnc2cc(NCc3ccccn3)ccc21,-3,-1.5,0,-0.3,-11,-8,-0.73,0.7,99
CC(C)CNc1nc(Oc2ccc(=O)n(C)n2)nc(N2CCOCC2)n1,-10,0.2,-3,2.0,6,-30,-1,-0.4,104
CCCN(CCC)S(=O)(=O)c1ccc2c(c1)CCCN2C(C)=O,11,-0.18,5,-0.8,16,16,-0.43,-1.1,120
CCn1c(SCC(=O)Nc2cccc(C)n2)nnc1-c1ccco1,-6,0.02,-9,0.3,-1,-4,-0.31,-1.3,83
Cc1[nH]nc2c1C(c1cccc(O)c1)C1=C(CC(C)(C)CC1=O)N2 (centres undefined),-7,1.4,-8,-1.0,5,19,-0.35,0.3,59
COc1cccc(Oc2cn[nH]c2-c2ccc(O)cc2O)c1,4,0.75,5,-0.5,5,17,-0.14,0.9,87
COC(=O)c1ccc(CSc2nc3ccccc3o2)cc1,0,0,-9,0.8,-20,7,-0.93,0.2,74
Cc1ccc2c(c1)nnn2C1CCN(S(=O)(=O)c2ccc(C(=O)NC3CCCC3)cc2)CC1,11,0.49,10,-0.9,11,46,0.13,-0.6,68
Cc1nc(-c2cn[nH]c2)c2cc(C)oc2n1,.,1.4,20,-3.5,.,-44,0.51,-0.2,106
O=C(Nc1cccnc1)c1noc2c1CCCC2,11,-0.013,5,47,2,-4,-0.26,0.5,96
CCNC(=O)c1c(N)sc2c1CCCCC2,10,0.11,-12,-0.2,18,-4,-0.087,-0.7,95
CCc1ccc(CCC(=O)Nc2nc(CC(C)=O)ns2)o1,-3,0.17,-10,0.4,24,-6,-0.36,1.0,157
CCCCn1c(SCC(=O)c2ccc(OC)cc2OC)nc2cc(S(N)(=O)=O)ccc21,5,-0.21,-3,-0.6,7,6,-0.021,1.1,97
O=c1[nH]cnc2sc3c(c12)CCCC3,-11,0.21,7,-0.2,8,16,0.31,-0.2,101
Cc1cc(OC2CCCCC2)nc(-c2ccccc2O)n1,-9,0.84,2,-0.2,16,.,-0.54,1.3,118
CC1CC(C)CN(c2ncc3c(n2)CC(c2ccccc2Cl)CC3=O)C1 (centres undefined),3,0.82,7,-0.8,10,-5,-2,1.4,107
Cc1cc2c(c(=O)n1Cc1ccccn1)C(c1ccc3c(c1)OCO3)C(C#N)=C(N)O2 (centres undefined),.,-0.28,13,-2.8,.,4,0.46,0.0,145
O=S(=O)(c1ccc2oc3ccc(S(=O)(=O)N4CCCC4)cc3c2c1)N1CCCC1,6,0.029,-6,0.3,-1,-5,0.33,-0.2,90
CCC(NS(=O)(=O)c1c(C)[nH]c(=O)[nH]c1=O)C12CC3CC(CC(C3)C1)C2 (centres undefined),3,0.44,1,-0.3,11,-24,-0.64,0.0,114
Cc1ccc(C)c(N2C(=O)CN=C2Nc2ccccc2Cl)c1,.,0.012,-2,.,-3,.,1.5,-0.6,112
Cc1ccc2nsnc2c1S(=O)(=O)N1CCN(Cc2ccc3c(c2)OCO3)CC1,-3,-0.3,6,0.2,-17,19,0.23,-1.0,43
COC(=O)CC(=O)CSc1nc2c(cc1C#N)CCCCC2,-2,-0.31,-8,0.0,-9,.,-1.7,0.3,94
CC(=O)C1=C(O)C(=O)N(C2CCCCC2)C1c1ccccc1 (centres undefined),7,-0.074,-11,0.0,4,-16,-2,-0.9,92
O=C(NCC(O)c1ccccc1)c1cccc(S(=O)(=O)N2CCOCC2)c1 (centres undefined),1,-0.12,-5,-0.9,2,.,-0.44,0.8,98
Cc1nc(Nc2ccncc2)c2oc3ccccc3c2n1,.,-2.9*,2,.,7,.,22*,-0.7,.
CC(OC(=O)c1cc2sccc2n1C)C(=O)NCc1ccco1 (centres undefined),1,-0.23,4,-0.1,-5,-6,0.029,-0.2,87
Cc1cc(C)n(-c2nc(NC(C)(C)C)nc(NC(C)(C)C)n2)n1,0,-0.18,-11,-1.2,12,-38,-0.01,-0.4,106
Cc1ccc(-n2nc3c(c2NC(=O)c2ccc(Br)o2)CSC3)c(C)c1,.,-0.31,9,.,23,.,-0.87,-1.4,81
CCN1CCN(CCCNC(=O)c2ccc3c(c2)NC(=O)c2ccccc2S3)CC1,-6,-0.83,8,-0.1,6,-2,-0.092,-0.4,78
Cn1c(=O)n(CCc2ccccc2)c(=O)c2c1ncn2Cc1ccccc1,.,-0.6,-2,-3.2,.,0,-0.018,0.2,116
O=C(COC(=O)c1ccc2c(c1)OCCO2)NCc1ccccc1,1,0.12,2,-0.6,13,24,-0.28,-0.2,80
C=C1C2(C(=O)Nc3nccs3)CCC(C2)C1(C)C (centres undefined),.,0.4,-10,0.0,.,9,-0.52,0.3,132
COC(=O)c1cc(=O)n(Cc2ccc3c(c2)OCO3)c(=Nc2ccccc2)s1,3,0.044,7,-1.4,17,5,-0.99,0.4,76
Cn1c(=O)[nH]c(=O)c2c1nc(Br)n2Cc1ccccc1Cl,5,-0.41,4,-0.9,8,30,-0.81,-1.7,94
COC(=O)C(NC(=O)c1ccco1)(Nc1ccc(Br)cn1)C(F)(F)F (centres undefined),.,-0.2,3,-4.6,.,10,-0.044,0.3,100
N#Cc1cc2ccccc2nc1SCc1ccccn1,-6,0.56,14,-0.1,-10,-3,1.8,-1.1,80
COC(=O)c1ccc(COc2cc(O)c3c(c2)OC(C)(C)CC3=O)cc1,-1,-0.5,-3,-0.8,-1,.,0.57,0.4,79
O=S(=O)(NCCc1cn2ccccc2n1)c1ccc2c(c1)OCCO2,0,0.4,18,0.1,4,-18,0.32,0.6,.
CCN1CCN(Cc2nc(N)nc(Nc3ccc(C)c(C)c3)n2)CC1,1,.,9,-0.9,3,13,.,-1.3,116
CCN(Cc1cc2cccc(C)c2[nH]c1=O)C(=O)c1ccccc1OC,6,-0.18,-2,0.4,14,-4,-1.3,0.0,102
CCCC(=O)N(C)c1nnc(-c2ccc(OC)cc2)s1,.,0.052,-10,.,-11,.,-0.87,0.6,70
CSc1nnc2c(n1)OC(c1cn(C)c3ccccc13)N(C(C)=O)c1ccccc1-2 (centres undefined),.,-0.069,-4,.,14,.,1.2,1.1,61
CCCCCn1c(-c2ccco2)nc2nc3ccccc3nc21,-4,-0.39,-14,0.7,11,0,0.012,0.7,80
COc1ccc2[nH]c3c(=O)n(CCCCC(=O)NCCN4CCCC4)c(=S)[nH]c3c2c1,-2,-0.017,1,0.6,23,-5,-0.17,-0.4,107
Cc1ccc(-c2cc(C(=O)NCc3ccc4c(c3)OCO4)[nH]n2)c(O)c1C,-5,-1.6*,8,-1.4,2,-9,0.36,-0.3,69
O=C1CC(Sc2ncccn2)C(=O)N1c1ccccc1C(F)(F)F (centres undefined),-5,0.5,-9,-1.1,6,2,-0.012,-0.8,112
CCC(=O)Nc1nonc1-c1nc2ccccc2n1Cc1ccccc1,4,0.62,11,-0.5,15,-26,-0.088,0.2,99
CC(N=Cc1cccc(O)c1O)c1ccccc1 (centres undefined),28,0.79,6,-1.9,-3,-2,2.1,-0.2,66
# (further entries)
SMILES,Jurkat tox 60K,M1 antagonist,5HT1E antag,S1P3 ag,HEK293 NFkB inh,S1P1 ag-PAM,M1 agonist,5HT1E ag,Her2 expr inh
O=C(CCN1CCN(c2ccc(Cl)cc2)CC1)Nc1ccccc1F,-1,2.1*,-4,1.0,-6,-6,0.03,0.0,89
CC(=O)OCC(=O)[C@@]1(O)[C@H](C)C[C@H]2[C@@H]3CCC4=CC(=O)C=C[C@]4(C)[C@@]3(F)[C@@H](O)C[C@@]21C,.,0.28,-9,-0.1,.,28,-0.73,0.0,99
Cc1ccc(Cn2ccc(NC(=O)CCSc3nc(-c4ccco4)cc(C(F)(F)F)n3)n2)cc1,4,0.02,-9,-1.0,12,.,0.27,1.1,89
Cc1cccc(C)c1OCCOCCN1CCN(C)CC1,-4,0.7,-1,-0.6,9,-19,-0.053,0.4,75
CCOC(=O)CNC(=O)c1ccc2[nH]c3c(c2c1)CCCC3,-3,-0.38,1,-2.4,5,-4,-0.57,1.2,150
COc1cc(OC)c(S(=O)(=O)N2CCCCC2)cc1S(=O)(=O)N1CCCCC1,5,0.35,-14,-0.2,20,-7,0.51,0.3,201
CCOc1cc(C2Nc3ccccc3C(=O)N2c2ccccc2)ccc1O (centres undefined),6,0.48,5,-1.1,15,-8,0.055,-0.3,107
COC(=O)C1C(O)=C(C=NCC(C)N=CC2=C(O)C(C(=O)OC)C(C)(C)CC2=O)C(=O)CC1(C)C (centres undefined),-2,0.76,-1,-0.2,-3,-19,0.0067,-0.8,99
O=C(c1ccncc1)N(Cc1ccco1)Cc1cc2ccccc2[nH]c1=O,6,-0.51,0,-0.8,2,0,0.73,0.1,114
CCOC(=O)N1CCC(NC(=O)c2ccc3c(c2)N(CC)CCS3)CC1,1,-0.22,-2,-1.1,3,1,0.043,0.5,107
CC(=O)c1cccc(NC(=O)NC(C)C2CCCO2)c1 (centres undefined),0,0.012,7,-1.8,12,-1,-0.33,-0.9,.

# Rows were taken by chance. Share with any hit: about 9.2%.
